# Casp6 inh = human caspase-6 inhibitors, primary screen, biochemical, VEID-R110 fluorescence, single point, set 2. P55212. purified caspase-6, Z-VEID-R110 cleavage fluorescence. inhibition, % at 12.5 µM. hit rate 0.53% among 350,000. AID 686996, 2013;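 active means mean inhibition across replicates at least about 35%, with every replicate also reaching that limit, limit read from the data; inconclusive means only one of the two criteria met; inactive means neither criterion met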;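 further: 0% = median of neutral control wells and 100% = no fluorescence left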
# Target sequence (P55212 24-179 limits assumed): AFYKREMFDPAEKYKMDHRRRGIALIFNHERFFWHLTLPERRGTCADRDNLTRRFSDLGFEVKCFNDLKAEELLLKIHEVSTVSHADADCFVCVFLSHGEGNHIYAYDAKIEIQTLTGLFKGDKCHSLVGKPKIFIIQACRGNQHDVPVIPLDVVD
# Target sequence (P55212 194-293 limits assumed): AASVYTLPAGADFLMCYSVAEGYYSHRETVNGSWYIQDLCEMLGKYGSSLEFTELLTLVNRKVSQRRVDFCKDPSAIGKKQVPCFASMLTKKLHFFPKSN
# CFTR F508del cor = F508del CFTR correction, initial screen, CFBE line, single point; CFBE cells, YFP halide quenching; stimulated with forskolin plus potentiator P3; % fluorescence drop versus neutral controls; activity (quench increase), % at 7.58 µM; hit rate 0.36% among 350,000; AID 720511, 2013;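 active means mean added fluorescence quench of at least 8% versus neutral control, with both replicates also reaching 8%; inconclusive means only one of the mean or replicate conditions met; inactive means mean below 8% and not both replicates reaching 8%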;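 further: cells transiently co-express mutant CFTR-F508del with the halide-sensitive YFP; corrector assay measuring rescue of mutant channel to the surface after 24 h compound exposure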
# Xi reactivation = activators of inactive X chromosome reactivation, primary screen, imaging, XiGFP fibroblasts, GFP high-content imaging, set 2; XiGFP mouse fibroblasts, % GFP-positive cells imaging, 3 d; cells co-treated with 5-aza-dC sensitizer; scaled so ellipticine positive control = 100%; hit rate 0.055% among 360,000; AID 743238, 2013; activation, % at 7.58 µM;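 active means mean normalized replicate activation at least 10% and every replicate at or above 10%; inconclusive means only one of the two criteria met; inactive means mean below 10% and not all replicates reach 10%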;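 further: 0% = median of on-plate neutral control wells and 100% = ellipticine 6 µM median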
#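 System: 68-5-11 XiGFP fibroblast line; Timing: 3 days compound exposure; Compound dosing: one concentration, pinned; Benchmarks: positive control ellipticine, 6 µM final; Buffer or medium: DMEM containing 5-aza-dC.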
# DENV2 CPE rescue = inhibitors of DENV2 cytopathic effect, primary screen, cell-based, plate reader, single concentration; DENV2-infected cells, cytopathic effect rescue; CPE inhibition, % at 9.99 µM; hit rate 1.7% among 350,000; in the data active means CPE inhibition above about 20%, passing the limit was not always enough; inconclusive means no clear call, values can overlap the other calls; tested in BHK-21 cells;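 further: 0% = median of neutral control wells and 100% = median of positive control wells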
# RAD52 inh = RAD52 DNA annealing inhibitors, primary screen, biochemical, FRET, single point, set 2. DNA repair protein RAD52 homolog (Homo sapiens), P43351. recombinant RAD52 DNA annealing, FRET fluorescence. inhibition, % at 18.7 µM. hit rate 0.46% among 360,000;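 active means every replicate showing at least 50% inhibition; inconclusive means mean inhibition at least 50% but not in every replicate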
# RAD54 inh = inhibitors of human RAD54 branch migration, primary screen, biochemical, fluorescence, single point | DNA repair and recombination protein RAD54-like (Homo sapiens), Q92698 | RAD54 Holliday junction branch migration, FAM/BHQ fluorescence | inhibition, % at 10.4 µM | hit rate 0.14% among 360,000 | AID 602329, 2012;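 active means mean normalized replicate activity at least 40 and at least half of replicates scoring 40 or more; inconclusive means only one of the two criteria met; inactive means mean below 40 and under half of replicates reaching 40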;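 further: 0% = median of neutral control wells and 100% = median of positive control wells; inhibitors cause a drop in the FAM fluorescence signal; in these data hits start at about 50%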
# Target sequence (Q92698 whole entry, looked up): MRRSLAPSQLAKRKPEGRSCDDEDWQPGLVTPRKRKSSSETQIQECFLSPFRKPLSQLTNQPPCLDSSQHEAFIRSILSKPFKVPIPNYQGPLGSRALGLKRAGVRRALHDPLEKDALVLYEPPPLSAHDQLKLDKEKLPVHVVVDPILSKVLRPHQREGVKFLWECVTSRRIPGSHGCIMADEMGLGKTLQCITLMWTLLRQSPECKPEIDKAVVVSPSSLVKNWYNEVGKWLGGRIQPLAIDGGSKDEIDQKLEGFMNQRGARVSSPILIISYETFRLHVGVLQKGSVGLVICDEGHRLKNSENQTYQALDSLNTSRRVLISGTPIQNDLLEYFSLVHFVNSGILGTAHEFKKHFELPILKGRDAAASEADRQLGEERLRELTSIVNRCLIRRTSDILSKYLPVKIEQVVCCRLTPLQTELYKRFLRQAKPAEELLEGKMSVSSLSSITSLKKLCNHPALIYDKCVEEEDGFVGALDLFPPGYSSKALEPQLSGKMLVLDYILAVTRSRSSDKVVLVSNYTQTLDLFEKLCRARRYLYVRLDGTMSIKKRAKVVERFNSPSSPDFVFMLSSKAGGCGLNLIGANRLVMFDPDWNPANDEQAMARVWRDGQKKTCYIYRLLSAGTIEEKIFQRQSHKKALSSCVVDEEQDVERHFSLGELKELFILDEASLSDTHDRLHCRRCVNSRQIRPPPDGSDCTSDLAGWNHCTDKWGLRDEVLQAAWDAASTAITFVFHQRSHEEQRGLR
# INS-1E GSIS act = GLuc luminescence reporter in INS-1E cells, primary screen for activators of glucose-dependent secretion of insulin; INS-1E GLuc reporter insulin secretion, 2-3 h; hit rate 0.61% among 370,000; activation, % at 16.6 µM;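 active means lowest replicate activation of at least 40%, so every replicate reaches that level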;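 further: 0% = median of neutral control wells and 100% = median of IBMX positive control wells; some compounds called inactive have numbers as strong as hits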
# E-selectin induc = E-selectin induction in HUVECs, primary screen, imaging, HUVEC, immunofluorescence imaging, single point | P16581 | normalized: neutral wells 0, TNF-alpha wells 100 | activation, % at 7.58 µM | hit rate 0.37% among 260,000 | AID 686992, 2013;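 active means mean E-selectin-positive cell signal at least 10% of the positive control, reached in at least 60% of replicates, without over 20% cell loss; inconclusive means no rule given, readout overlaps actives, possibly toxicity-flagged; inactive means the rest, including those meeting only one limit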;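 further: in these data hits start at about 27%; measured in HUVEC primary endothelial cells; signal is the percent of cells scored E-selectin positive by PE staining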
#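 Read-out: % PE-positive cells | Test system: HUVEC | Doses: One compound dose added by pin transfer | Buffer or medium: EGM-2 over gelatin coat | Signal: Immunofluorescence imaging | Benchmarks: TNF-alpha, DMSO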
# An asterisk follows results filed as active; ? = inconclusive; · = not tested or not shown; & = joins results of further samples.
SMILES,Casp6 inh,CFTR F508del cor,Xi reactivation,DENV2 CPE rescue,RAD52 inh,RAD54 inh,INS-1E GSIS act,E-selectin induc
O=c1c(CN2CCN(c3cccc(Cl)c3)CC2)coc2c(Cl)cc(Cl)cc12,-5,3.5,·,-1,-21,-2,39,·
CCN(CC(=O)Nc1ccc(S(=O)(=O)N2CCOCC2)cc1)Cc1ccccc1,2,0.3,0.0,4,-4,·,-6,0.4
CCSC(SCC)[C@H](O)[C@@H](O)[C@H](O)[C@H](O)CO,-4,-0.7,-0.1,-1,-11,-3,·,0.0
COc1ccccc1-c1cc2nc(NCCOc3ccccc3)ccn2n1,0,1.4,0.0,8,-37,-2,·,0.8
Cc1ccc(-c2[nH]ncc2C(=O)c2cccc(F)c2)c(O)c1,2,-1.3,0.0,-5,-11,-4,-20,0.5
COc1cccc(CNC(=O)c2ccc(CS(=O)c3ccccc3)o2)c1 (stereo not drawn),0,-0.4,0.0,5,-10,3,0,·
CCN(CC1COc2ccccc2O1)C(=S)NC1CC2CCC1C2 (stereo not drawn),-1,-2.6,0.0,5,3,·,-6,·
Cc1ccc(CN2CCN(C3CCC3)CC2CCO)cc1 (stereo not drawn),-7,-0.7,0.5,10,-9,13,-13,·
O=C(C[C@@H]1CC[C@@H]2[C@H](COC[C@H](O)CN2C(=O)c2ccccn2)O1)NC1CCC1,-6,1.7,0.0,3,5,-7,3,-0.1
Cc1ccc(C(=O)Nc2ccc3[nH]c(=O)[nH]c3c2)c(C)c1,-4,-3.0,-0.6,10,-13,·,8,2.3
CCC(C)NC(=S)Nc1ccc2nc(N3CCOCC3)cc(C)c2c1 (stereo not drawn),1,-0.5,0.0,-3,2,2,-16,0.2
CC[N+]1(C)CCC(O)(/C=C/c2ccccc2)C(C(=O)/C=C/c2ccccc2)C1 (stereo not drawn),-4,-5.9,0.0,-12,14,·,80*,0.0
COc1cc2[nH]c(=S)nc(Nc3ccc(NC(C)=O)cc3)c2cc1OC,3,·,0.1,-3,-5,·,-3,·
CCOC(=O)c1c(C)[nH]c(C)c1S(=O)(=O)NCC1CCN(Cc2ccccc2F)CC1,-13,-0.3,0.0,-3,-8,-1,10,·
C[C@H](CO)N1C[C@H](C)[C@@H](CN(C)C(=O)Nc2cccc3ccccc23)Oc2ccc(NS(=O)(=O)c3cccs3)cc2CC1=O,·,-3.9,-0.1,?,·,2,-3,1.6
CCCC(=O)Nc1ccc2c(c1)OC[C@@H](C)N(S(=O)(=O)c1cn(C)cn1)C[C@@H](C)[C@H](OC)CN(C)C2=O,2,1.1,0.7,-6,8,-2,3,0.0
Cc1ccc(C)c(S(=O)(=O)Nc2ccc(C(N)=O)cc2)c1,0,0.1,0.0,3,-8,2,-1,·
COc1ccc(NC(=O)N(C)C[C@H]2OCCCC[C@H](C)Oc3ccc(NC(=O)NC4CCCCC4)cc3C(=O)N([C@H](C)CO)C[C@@H]2C)cc1,-1,-0.8,0.0,-1,-13,-1,6,·
Cc1noc(C)c1S(=O)(=O)Nc1ccc2c(c1)C(=O)N([C@H](C)CO)C[C@@H](C)[C@H](CN(C)Cc1ccc(C(=O)O)cc1)O2,-3,7.4,0.4,-4,-13,-1,18,-2.4
O=C(Nc1cccc(C(=O)N2CCOCC2)c1)c1ccc([N+](=O)[O-])cc1,42*,0.7,-0.1,-6,0,6,18,-0.3
CN(C)C(=O)c1cccc(-c2ccc([C@@H]3[C@H](C#N)N(C(=O)C4CC4)[C@H]3CO)cc2)c1,0,-1.3,-0.1,-3,1,-1,-3,0.0
CN(C)S(=O)(=O)c1cccc(NC(=O)CNCc2ccccn2)c1,-1,0.5,0.0,6,-23,1,0,·
O=C(NC(c1ccc2c(c1)OCO2)c1ccccn1)C1CCN(CCOc2ccccc2)CC1 (stereo not drawn),-2,-2.3,0.3,-5,-28,-10,·,0.0
C[C@@H]1CCCCO[C@H](CN(C)Cc2ccccc2)[C@H](C)CN([C@H](C)CO)C(=O)c2cc(NS(=O)(=O)c3ccc(Cl)cc3)ccc2O1,0,4.7,-0.1,-19,53*,2,-24,·
COc1ccccc1CN1C[C@@H](C)[C@H](OC)CN(C)C(=O)c2cc(NC(C)=O)ccc2OC[C@@H]1C,·,-1.6,0.2,3,-4,-2,8,0.0
Cc1cccc(NC(=O)CN(C)C(=O)c2ccc(N3CCCCCC3)c([N+](=O)[O-])c2)c1C,4,-2.5,0.0,-1,-8,-9,·,-0.1
CO[C@@H](CN(C)Cc1cc(F)ccc1F)[C@H](C)CN(C(=O)Nc1ccc(C(F)(F)F)cc1)[C@H](C)CO,1,-0.5,0.0,2,0,0,-18,0.1
C[C@H]1CCCCO[C@H](CN(C)C(=O)Nc2ccccc2)[C@@H](C)CN([C@@H](C)CO)C(=O)c2cc(NC(=O)Nc3ccc(C(F)(F)F)cc3)ccc2O1,·,?,0.4,60*,-14,·,0,0.2
Cc1c(C)n(CC(O)CNCCO)c2ccccc12 (stereo not drawn),-15,·,0.0,-4,33,·,-2,·
CCCNC(=O)N(C)C[C@H]1Oc2ncc(C#CC3CCCCC3)cc2C(=O)N([C@@H](C)CO)C[C@H]1C,2,1.9,0.0,7,-1,-2,-7,-0.2
C[C@@H]1CN([C@H](C)CO)C(=O)c2cc(Br)cnc2O[C@@H]1CN(C)Cc1ccccn1,-1,-1.7,0.0,-4,-18,6,20,0.0
CCN1[C@H](C(=O)NCc2ccccc2)[C@@H](CO)[C@@H]2Cn3c(ccc(-c4ccccc4)c3=O)[C@@H]21,-2,2.0,0.6,-4,4,2,58,-0.7
CCCN(C)C[C@H]1OCCCC[C@H](C)Oc2ccc(NS(=O)(=O)c3ccc(Cl)cc3)cc2C(=O)N([C@H](C)CO)C[C@H]1C,6,-4.3,0.6,-5,47,5,-5,1.5
COc1cccc2cc(C(C)N(CCCN3CCOCC3)C(=S)Nc3cccc(C)c3C)oc12 (stereo not drawn),3,-1.8,-0.3,6,5,-4,-40,0.2
COc1ccc(NC(=S)Nn2cnnc2)cc1OC,0,4.3,-0.1,?,5,·,·,-0.9
C=CC[C@@H](CC(=O)N(CCO)Cc1ccccc1)C(=O)N[C@@H](COC(=O)[C@@H](CC=C)CC(=O)OC(C)(C)C)Cc1c[nH]c2ccccc12,·,4.0,0.0,·,·,3,-30,0.5
Cc1ccc2nc(NC(=O)CCCC(=O)O)sc2c1,9,-2.7,0.0,3,1,·,3,0.3
Cc1cc(C(F)F)nn1CC(=O)NC1CCCCCC1,0,-2.1,0.1,2,4,-1,6,-0.7
CC(C)CC#Cc1ccc2c(c1)O[C@@H](CN(C)C(=O)CN(C)C)[C@H](C)CN([C@@H](C)CO)S2(=O)=O,-4,3.4,-1.2,6,39,-15,-10,0.1
O=C(N/N=C/c1ccc(N2CCOCC2)cc1)c1ccc(NS(=O)(=O)c2cccs2)cc1,2,-2.2,0.0,·,-227,-9,-4,0.0
O=C(O)c1cnn(-c2ccccc2)c1-c1ccncc1,1,0.0,0.0,-3,-19,-8,-2,0.1
COc1ccc(/C=N/NC(=O)c2nnn(-c3nonc3N)c2CN(C)C2CCCCC2)cc1,-1,-1.9,0.0,3,-10,·,-7,·
C[C@H]1CN([C@@H](C)CO)C(=O)c2cccc(NC(=O)CCCCCC(=O)Nc3ccccc3N)c2O[C@@H]1CN(C)Cc1ccc(Oc2ccccc2)cc1,0,3.1,0.3,9,-2,·,-50,-3.0
COc1ccc(C(=O)/C=C/c2ccc(OC(=O)c3cc(OC)c(OC)c(OC)c3)cc2)cc1,-2,0.7,-0.1,-2,-4,-8&-23,7,-2.4
COc1cc(C)ccc1S(=O)(=O)NC(=O)Cn1nnc(COc2ccc3c(c2)CCCC3)c1C,4,-1.1,0.4,-7,-12,14,21,-0.5
O=C1c2ccccc2C(=O)N1CCCCc1cn(C[C@H]2CC[C@H](Cn3cc(CCCCN4C(=O)c5ccccc5C4=O)nn3)O2)nn1,4,2.5,0.2,-10,-9,-1,-15,-0.2
Cc1noc(C)c1NC(=O)N(C)C[C@@H]1OCCCC[C@@H](C)Oc2ccc(NC(=O)CCC(F)(F)F)cc2C(=O)N([C@H](C)CO)C[C@@H]1C,0,-3.3,0.1,-8,-13,-3,10,-0.1
C[C@@H](NC(=O)C[C@@H]1CC[C@H]2[C@@H](COC[C@H](O)CN2C(=O)Nc2cccc(F)c2)O1)c1ccccc1,-1,-0.8,0.0,6,5,11,-2,0.0
COc1ccc(-c2sc(Nc3cccc4ccccc34)n[n+]2C)c(C)c1C,-3,2.8,0.1,13,-9,10,·,0.0
CCOc1ccc(CCNC(=O)CN2C(=O)NC3(CCCc4ccccc43)C2=O)cc1OCC (stereo not drawn),2,0.7,-0.1,-7,-11,·,6,0.3
COc1ccc(Cl)cc1NC(=O)CCN1C(=O)C2C3CCC(C3)C2C1=O (stereo not drawn),1,0.1,0.3,1,2,7,1,·
Cc1ccc(C2CC(c3ccc(F)cc3)Nc3nc(N)nn32)cc1 (stereo not drawn),2,1.0,0.4,1,5,2,14,0.7
CCCNC(=O)[C@@H]1[C@@H](CO)[C@@H]2Cn3c(ccc(C4=CCCC4)c3=O)[C@@H]2N1C(=O)CC1CC1,1,·,0.1,9,-19,-1,1,-0.5
Cc1cc(C)cc(NC(=S)NCCc2ccc(S(N)(=O)=O)cc2)c1,9,5.3,0.2,17,-17,·,21,·
COc1ccc(C)cc1NC(=O)C(Sc1nnc(Nc2ccccc2F)s1)c1ccccc1 (stereo not drawn),4,-3.2,0.0,-16,-26,·,-1,·
CCC1(C)NC(=O)N(/N=C/c2cc(OC)c(O)c(OC)c2)C1=O (stereo not drawn),0,0.8,0.0,-3,3,·,1,·
Cc1ccccc1NC(=O)c1ccc(C)c(S(=O)(=O)N2CCN(C)CC2)c1,-1,-1.3,0.0,-1,-1,-6,-2,·
CC(C)Cn1c(SC(C)C(=O)NC2CC2)nnc1-c1ccccc1F (stereo not drawn),-2,2.3,0.1,-4,-9,-7,7,·
O=C(O)[C@H](Cc1ccccc1)NC(=O)N1CCN(c2ccccc2)CC1,1,-1.6,0.0,-3,-14,1,-15,0.6
O=C(NC1CCN(C(=O)Nc2ccc(F)cc2)CC1)c1cccc(F)c1,2,-2.4,0.0,-8,-3,5,-6,·
CC(=O)Nc1ccc(C(=O)CSc2nnnn2C2CCCC2)cc1,2,1.4,0.9,-1,0,·,-5,·
CC(C)C(=O)Nc1c(C(=O)c2ccc(F)cc2)oc2ccccc12,-1,-0.1,-0.1,?,-7,-2,-9,0.8
CC1(C)C(C=C(Cl)Cl)C1C(=O)N1CCN(Cc2ccccc2)CC1 (stereo not drawn),-1,0.4,0.0,6,-1,2,-24,2.4

# Assay outcomes deposited in PubChem by Broad Institute.
